Source: PubChem BioAssay
BioA inh = blocks M. tuberculosis BioA enzyme activity | purified M. tuberculosis BioA enzyme, plate reader | inhibition, % at 9.99 µM | hit rate 0.096% among 360,000; in the data active = inhibition above about 40%; inconclusive = no clear call, values can overlap the other calls
PfHsp40 rescue = restores yeast growth despite PfHsp40 toxicity; growth rescue, % at 12.5 µM; S. cerevisiae expressing PfHsp40, growth rescue, ATP luminescence; hit rate 0.68% among 340,000; in the data active = growth rescue above about 28%, passing the limit was not always enough; inconclusive = no clear call, values can overlap the other calls;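 note: yeast W303a lacking pdr1 and pdr3 grown in galactose medium; growth measured after three days at 30 °C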
UGM FP inh = blocks M. tuberculosis UGM enzyme | hit rate 0.06% among 320,000 | P9WIQ1 | inhibition, % at 10 µM | purified UGM, fluorescence polarization probe displacement; in the data active = inhibition above about 10%, passing the limit was not always enough; inconclusive = no clear call, values can overlap the other calls
GDH-TPI inh = inhibits GDH-TPI coupling enzymes, artifact for Mtb FBA screen | GDH-TPI coupled enzyme counterscreen, NADH absorbance | inhibition, % at 4.8 µM | hit rate 1.2% among 360,000 | AID 588335; in the data active = inhibition above about 30%;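 note: 0% = DMSO wells and 100% = wells lacking the enzyme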
BoNT F protease = blocks Botulinum neurotoxin F light chain protease | Multiplex microsphere protease cleavage assay, flow cytometry | hit rate 0.22% among 360,000 | inhibition, % at 10 µM | AID 588497; in the data active = inhibition above about 35%, passing the limit was not always enough; inconclusive = no clear call, values can overlap the other calls; note: plate controls were buffer without enzyme for full effect and enzyme alone for no effect
FadD28 FP inh = M. tuberculosis FadD28 bisubstrate binding inhibition; FadD28 bisubstrate probe binding, fluorescence polarization; inhibition, % at 12.5 µM; hit rate 0.22% among 360,000; AID 588549; in the data active = inhibition above about 8.5%, passing the limit was not always enough; inconclusive = no clear call, values can overlap the other calls
FBA Mtb inh = Mtb fructose-bisphosphate aldolase inhibition; P9WQA3; purified M. tuberculosis FBA, fluorescence read-out; inhibition, % at 1 µM; hit rate 2.3% among 360,000; in the data active = inhibition above about 27%;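 note: 0% = vehicle and 100% = reference inhibitor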
Anthrax LF prot = inhibitors of Bacillus anthracis lethal factor protease; P15917; multiplex microsphere protease cleavage assay, LF; inhibition, % at 10 µM; hit rate 0.12% among 360,000; AID 588501; note: plate controls were buffer without enzyme for full effect and enzyme alone for no effect
Target sequence (P15917 whole entry, looked up): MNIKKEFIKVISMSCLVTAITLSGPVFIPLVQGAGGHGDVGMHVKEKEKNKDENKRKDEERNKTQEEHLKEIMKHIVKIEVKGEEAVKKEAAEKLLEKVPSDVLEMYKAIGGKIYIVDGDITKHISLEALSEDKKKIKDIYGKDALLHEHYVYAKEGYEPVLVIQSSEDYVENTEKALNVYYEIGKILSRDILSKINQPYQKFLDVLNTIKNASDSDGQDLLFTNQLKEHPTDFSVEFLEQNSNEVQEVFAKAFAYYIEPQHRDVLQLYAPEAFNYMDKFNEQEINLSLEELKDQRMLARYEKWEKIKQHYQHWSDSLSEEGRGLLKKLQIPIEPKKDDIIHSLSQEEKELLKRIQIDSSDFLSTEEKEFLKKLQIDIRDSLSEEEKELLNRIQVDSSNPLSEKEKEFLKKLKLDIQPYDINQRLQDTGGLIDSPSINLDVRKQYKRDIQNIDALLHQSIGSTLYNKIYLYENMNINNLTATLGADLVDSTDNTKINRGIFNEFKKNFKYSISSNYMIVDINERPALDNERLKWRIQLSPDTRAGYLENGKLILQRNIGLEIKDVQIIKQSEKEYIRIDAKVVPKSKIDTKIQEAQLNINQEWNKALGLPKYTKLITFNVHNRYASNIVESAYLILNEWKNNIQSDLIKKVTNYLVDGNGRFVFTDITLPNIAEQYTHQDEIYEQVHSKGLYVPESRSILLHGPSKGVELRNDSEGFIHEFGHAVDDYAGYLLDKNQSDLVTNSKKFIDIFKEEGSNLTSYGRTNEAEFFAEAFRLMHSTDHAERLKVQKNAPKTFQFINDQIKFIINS
BoNT-A LC inh2 = BoNT A light chain protease inhibition; multiplex microsphere protease substrate cleavage, flow cytometry; inhibition, % at 10 µM; hit rate 0.17% among 360,000; note: plate controls were buffer without enzyme for full effect and enzyme alone for no effect
Starred values were filed as active, the others as inactive; ? = inconclusive; nt = not tested or not shown; & = joins results of further samples. Cut-off read from the data, not from the text of the source, unless noted: active = inhibition above about 30%; inconclusive = no clear call, values can overlap the other calls; inactive = below that.

SMILES	BioA inh	PfHsp40 rescue	UGM FP inh	GDH-TPI inh	BoNT F protease	FadD28 FP inh	FBA Mtb inh	Anthrax LF prot	BoNT-A LC inh2
CC(C)(C)CC(=O)Nc1nnc(CCc2ccccc2)s1	-1.6	0.1	-1.8	11	?	-0.9	1	-22	1.7
COC(=O)c1cnc(Oc2ccc(NC(=O)NC(=O)c3c(OC)cccc3OC)cc2)cc1C(F)(F)F	nt	-0.1	3.2	13	?	-4.5	-4	1	?
COc1ccccc1CNS(=O)(=O)CCNC1CCCCC1	-0.4	1.6	nt	-3	-3	-2.8	1	-4	0.0
COc1ccc(C)cc1NC(=O)C1CCCN(S(=O)(=O)c2cccs2)C1 (stereo unspecified)	0.3	0.8	0.6	1	-14	-5.8	-4	-11	-4.1
CN(C)C(=O)c1ccc(NC(=O)COC(=O)Cn2cc(C(F)(F)F)ccc2=O)cc1	-1.1	-0.4	-1.2	0	2	-0.4	0	4	0.1
O=C(CSc1nccc(-c2ccc(Br)cc2)n1)NCCc1ccccc1	-1.2	-1.1	-1.6	-5	12	0.4	-3	-7	1.7
COc1ccccc1C(=O)NC(=S)Nc1ccc(NC(=O)c2cccs2)cc1	nt	0.7	-1.6	-3	4	-4.0	-4	-2	0.6
O=[N+]([O-])c1ccccc1/C=C/CN1CCCCC1	-0.7	-1.1	-3.5	-7	3	-1.7	3	-3	0.1
CCCCNc1c(-c2ccc(SC(C)CC)cc2)nc2ccccn12 (stereo unspecified)	-0.7	209*	1.8	13	-1&-3	-0.2	57*	-17&8	-0.6&-0.1
Cc1cccc(/C=C2/C(=O)/C(=C/c3ccccc3C)C3CCC2N3C)c1 (stereo unspecified)	-0.8	-0.9	-0.3	13	-5	-0.1	1	-2	-1.0
CCOC(=O)c1sc2nccc(N(C)C)c2c1N=CNOCc1ccccc1	nt	0.1	-1.6	9	13	-1.3	19	2	6.0
C=CCN1C(=O)CS/C1=N\N=C\c1cccc([N+](=O)[O-])c1	nt	0.3	-2.3	8	-3	-0.8	-2	-1	-0.5
CCCn1c(SCC(=O)NC23CC4CC(CC(C4)C2)C3)n[nH]c1=O	0.7	-1.2	-0.7	-7	6	-1.5	1	2	0.1
CC1CCc2c(sc3nc(CSc4n[nH]c(N)n4)[nH]c(=O)c23)C1 (stereo unspecified)	nt	-0.6	-1.1	4	-1	0.1	1	0	0.2
O=C(Nc1nc(-c2ccccc2)cs1)c1ccccc1NS(=O)(=O)c1ccc(F)cc1	nt	6.9	-0.5	2	2	2.4	37*	1	0.1
Cc1cc(Cl)ccc1NC(=O)CCN1C(=O)NC(C)(C)C1=O	-0.8	0.0	0.4	1	-7	-3.1	0	-13	-0.7
CCOc1ccc(/C=N/Nc2ccccc2)cc1	-0.4	-0.9	-0.5	1	-20	-0.3	-2	-12	-0.9
CC1CN(C(=O)c2cccc(COc3ccccc3Cl)c2)CC(C)O1 (stereo unspecified)	nt	-0.5	1.2	0	0	-3.4	-1	-3	-0.2
Cn1c(C(=O)N2CCC(C(N)=O)CC2)cc2c(=O)n(C)c3ccccc3c21	3.2	0.1	-1.4	-1	0	-4.2	-1	-5	0.1
O=C(NN1CCOCC1)c1cccc2ccccc12	-0.9	-2.0	0.9	1	-3	-3.1	-1	-4	0.4
Cn1c(=O)c2cc(NC(=O)Nc3cccnc3)ccc2n1Cc1cccc(C(F)(F)F)c1	17	nt	nt	5	-15	?	114*	-12	-0.9
Cc1ccc(CSCC(Nc2ccc(C(=O)O)cc2[N+](=O)[O-])C(=O)O)cc1 (stereo unspecified)	-0.3	0.6	1.4	-4	-5	-1.9	-7	-6	0.0
Cn1cnnc1SCC(=O)Nc1sc2c(c1C#N)CCCCC2	-1.0	13	-0.7	14	4	0.5	0	-4	1.6
CCCC/C(C)=N/NC(=O)Nc1ccccc1	2.4	0.1	0.0	1	-5	-5.0	5	0	-0.4
CCCN(Cc1cc2ccccc2[nH]c1=O)C(=O)c1cccc([N+](=O)[O-])c1	0.1	0.4	-1.0	2	2	-1.6	-1	9	-1.1
O=C(CN1CCCCC1)c1ccccc1F	nt	-0.8	0.7	8	-2	-0.8	3	-4	0.0
Cc1ccc(-n2[nH]c(C)c(/C=N/Nc3ccc([N+](=O)[O-])cc3[N+](=O)[O-])c2=O)cc1C	nt	-0.8	1.6	15	-10	1.1	3	-1	-1.2
Cc1ccc(N/C=C(/C#N)c2ccsc2)cc1	-0.5	6.3	-1.7	22	2	-1.7	-2	8	-0.3
Cc1ccc2nc(N3CCN(CCO)CC3)nc(-c3ccccc3)c2c1	2.4	-0.1	-1.9	7	-13	1.3	5	16	-3.2
Cc1ccc(CCNC(=O)CS(=O)Cc2nc(-c3cccc(C)c3)oc2C)cc1 (stereo unspecified)	0.1	0.4	-1.7	4	-15	-1.3	-2	-9	-3.2
COc1ccc(NC(=O)/C=C/c2ccc(C)o2)cc1S(=O)(=O)N1CCOCC1	nt	0.7	0.2	12	3	-3.1	-3	1	0.5
CCc1ccccc1NC(=S)N(Cc1ccc(OC)cc1)CC1CCC(C(=O)O)CC1 (stereo unspecified)	1.4	-1.3	1.4	3	-6	-0.6	1	0	-0.9
O=C(Nc1cccc(C(=O)O)c1)/C(=C\c1ccccc1)NC(=O)c1ccco1	-2.4	nt	nt	7	0	1.2	-1	-8	-0.2
Cc1nc(CS(=O)c2ccccc2)cc(N2CCOCC2)n1 (stereo unspecified)	-0.5	1.2	-1.9	2	-19	-0.2	-1	-2	-0.9
OC(CNC1CCCCC1)C(F)(F)F (stereo unspecified)	nt	-0.1	-3.1	3	-8	1.6	2	-6	-1.4
Clc1ccc(-c2nc(-c3ccccn3)no2)cc1Cl	-2.1	-2.9	-1.2	2	3	-2.0	0	-4	0.0
COc1ccc(C(=O)C2CCCN(Cc3ccon3)C2)c(OC)c1 (stereo unspecified)	2.6	-1.6	1.5	3	-7	0.0	-1	-1	0.3
O=C(CCN1CCOCC1)N/N=C/c1cc(Br)cc(Br)c1O	3.1	40*	-2.3	1	0	-2.0	-2	-6	0.4
CCNc1nc(NCC)n2c(SCC(=O)Nc3ccc(Br)cc3F)nnc2n1	1.0	0.5	-0.4	-3	-13	-0.9	-1	-7	-1.0
CCOc1cc(/C=N/NC(=O)CSc2nncn2C)ccc1OCc1ccccc1	0.3	-0.9	4.7	17	-13	-2.3	0	-6	-2.4
CCN(CC)S(=O)(=O)c1ccc2c(c1)N(CC(=O)Nc1cccnc1Cl)C(=O)CO2	1.0	0.1	0.8	-4	5	-3.1	3	3	0.5
CCN1CCN(C(=O)c2ccc3c(c2)N(Cc2ccccc2F)C(=O)c2ccccc2S3(=O)=O)CC1	0.3	-1.1	0.4	0	8	-0.1	1	-2	1.3
COc1ccc(/C=N/NC(=O)c2cc(C34CC5CC(CC(C5)C3)C4)[nH]n2)cc1OC	nt	-0.2	0.6	20	40*	-5.9	-2	1	3.2
CC(=O)c1ccc(NC(=O)CCSCCC(=O)Nc2ccc(C(C)=O)cc2)cc1	0.2	-0.7	-1.2	5	7	-1.8	-1	-1	0.8
O=C(COC(=O)CNC(=O)c1ccccc1F)Nc1ncc(Cl)cc1Cl	8.9	-1.0	0.4	3	-12	-2.1	-2	-3	-0.1
O=C1C2CCCN2C(=S)N1C1CCCCC1 (stereo unspecified)	0.9	0.2	-1.0	-3	?	1.0	3	-11	-4.8
Cc1cccc(NS(=O)(=O)c2ccc(Cl)cc2)n1	-3.1	-0.7	1.2	16	?	-0.2	18	-5	-2.0
O=C(NC(=S)Nc1ccccc1N1CCCCC1)c1ccc(F)cc1	0.8	0.9	0.9	1	-2	-5.2	-3	-3	-2.2
Cc1ccc(C)c(S(=O)(=O)N2CCN(C(=O)CCCc3c[nH]c4ccccc34)CC2)c1	0.5	-1.0	1.1	-6	nt	-4.4	1	nt	nt
Cc1cccc(C)c1NC(=O)NC1(C(=O)N2CCOCC2)CCCCC1	nt	0.3	-1.6	3	-4	-2.4	1	0	-0.5
CS(=O)(=O)NCCOc1ccc(S(=O)(=O)N2CCCc3ccccc32)cc1	1.7	3.7	-1.7	-4	-8	-3.2	0	-4	-0.3
CCCCOc1ccc(C(=O)NNC(=O)C2C3CCC(C3)C2C(=O)O)cc1 (stereo unspecified)	0.2	-0.6	0.4	0	7	-1.0	2	6	4.2
CN(C)C(=O)c1cc(C(=O)c2ccccc2Br)c[nH]1	0.4	-0.2	1.5	-5	1	-0.3	0	0	-2.3
O=C(Nc1ccc(Br)cc1)Nc1cnccn1	0.3	1.6	nt	-3	-1	-3.0	-2	1	-0.3
COc1cccc(C2CC(c3cccs3)=NN2S(C)(=O)=O)c1OC (stereo unspecified)	nt	-1.6	0.6	4	-16	-1.8	1	-6	-4.9
CN(C)/C(=N\S(=O)(=O)c1ccc(Cl)cc1)c1ccc(F)cc1	-0.3	-0.4	-1.1	2	-13	0.0	-5	-6	-1.6
Cc1c(C=O)c(=O)n(-c2ccccc2)n1C	-0.8	-1.2	3.8	2	-6	0.3	-2	2	-0.7
Fc1ccccc1CNC(=S)Nc1cccc(C(F)(F)F)c1	4.5	6.0	1.1	-4	5	-1.6	3	-1	-0.8
CCCCN(CCCC)c1cc(C)nc(-c2ccccc2O)n1	-0.9	-1.8	-0.9	2	-5	-4.1	9	0	0.2
COc1ccc(C2=C(C)CC(C)(C)NC2=O)cc1OC	0.8	-1.7	-4.1	13	4	2.5	5	2	0.3

Further compounds
SMILES	BioA inh	PfHsp40 rescue	UGM FP inh	GDH-TPI inh	BoNT F protease	FadD28 FP inh	FBA Mtb inh	Anthrax LF prot	BoNT-A LC inh2
Cc1sc2nc(SCc3ccccc3)n(Cc3ccco3)c(=O)c2c1C	-0.4	-0.5	4.2	6	-1	-1.9	-2	-3	2.6
O=C(O)c1cccc(CN2C(=O)SC(Nc3ccccc3)C2=O)c1 (stereo unspecified)	0.8	0.2	-0.4	-3	?	-4.7	5	0	1.1
Cc1ccc(S(=O)(=O)Nc2ccc3c4c(cccc24)CC3)c(C)c1	-3.5	0.8	-0.6	-7	4	-4.8	-1	1	0.4
CCN(C(=O)COC(=O)CCCc1nc2ccccc2s1)c1c(N)n(Cc2ccccc2)c(=O)[nH]c1=O	-3.2	0.1	nt	-6	3	-0.8	-2	4	0.1

Molecules from the list above that contain an NH in an aromatic ring:
SMILES	BioA inh	PfHsp40 rescue	UGM FP inh	GDH-TPI inh	BoNT F protease	FadD28 FP inh	FBA Mtb inh	Anthrax LF prot	BoNT-A LC inh2
CCCn1c(SCC(=O)NC23CC4CC(CC(C4)C2)C3)n[nH]c1=O	0.7	-1.2	-0.7	-7	6	-1.5	1	2	0.1
CC1CCc2c(sc3nc(CSc4n[nH]c(N)n4)[nH]c(=O)c23)C1 (stereo unspecified)	nt	-0.6	-1.1	4	-1	0.1	1	0	0.2
CCCN(Cc1cc2ccccc2[nH]c1=O)C(=O)c1cccc([N+](=O)[O-])c1	0.1	0.4	-1.0	2	2	-1.6	-1	9	-1.1
Cc1ccc(-n2[nH]c(C)c(/C=N/Nc3ccc([N+](=O)[O-])cc3[N+](=O)[O-])c2=O)cc1C	nt	-0.8	1.6	15	-10	1.1	3	-1	-1.2
COc1ccc(/C=N/NC(=O)c2cc(C34CC5CC(CC(C5)C3)C4)[nH]n2)cc1OC	nt	-0.2	0.6	20	40*	-5.9	-2	1	3.2
Cc1ccc(C)c(S(=O)(=O)N2CCN(C(=O)CCCc3c[nH]c4ccccc34)CC2)c1	0.5	-1.0	1.1	-6	nt	-4.4	1	nt	nt
CN(C)C(=O)c1cc(C(=O)c2ccccc2Br)c[nH]1	0.4	-0.2	1.5	-5	1	-0.3	0	0	-2.3
CCN(C(=O)COC(=O)CCCc1nc2ccccc2s1)c1c(N)n(Cc2ccccc2)c(=O)[nH]c1=O	-3.2	0.1	nt	-6	3	-0.8	-2	4	0.1

In the list so far, 2 contain a cyano group.
SMILES	BioA inh	PfHsp40 rescue	UGM FP inh	GDH-TPI inh	BoNT F protease	FadD28 FP inh	FBA Mtb inh	Anthrax LF prot	BoNT-A LC inh2
Cn1cnnc1SCC(=O)Nc1sc2c(c1C#N)CCCCC2	-1.0	13	-0.7	14	4	0.5	0	-4	1.6
Cc1ccc(N/C=C(/C#N)c2ccsc2)cc1	-0.5	6.3	-1.7	22	2	-1.7	-2	8	-0.3
